# From PubChem
# OXTR ag = activates the human oxytocin receptor. CHO-OTR cells, Fluo-8 calcium fluorescence; normalized: DMSO 0%, oxytocin 100%. activation, % at 3 µM. 0.32% of 320,000 active. AID 2435;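 active = activation above the mean of all tested compounds plus 3 SD, cutoff set per screening run, cut at about 20% in these data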;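 also: peak over basal fluorescence ratio from a 100 s FLIPR kinetic read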
# M1 antag = antagonists of human M1 muscarinic receptor. inhibition, % at 3 µM. 1.3% of 360,000 active. CHO-K1 hM1, Fluo-8 calcium fluorescence, ACh EC80 antagonist. P11229;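 active = percent inhibition above its own plate's cutoff, namely the mean of that plate's compound wells plus 3 SD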;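 also: peak over basal fluorescence ratio during 140 s after agonist addition; 0% = ACh EC80 plus DMSO and 100% = DMSO alone without agonist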
# Target sequence (P11229 whole entry, looked up): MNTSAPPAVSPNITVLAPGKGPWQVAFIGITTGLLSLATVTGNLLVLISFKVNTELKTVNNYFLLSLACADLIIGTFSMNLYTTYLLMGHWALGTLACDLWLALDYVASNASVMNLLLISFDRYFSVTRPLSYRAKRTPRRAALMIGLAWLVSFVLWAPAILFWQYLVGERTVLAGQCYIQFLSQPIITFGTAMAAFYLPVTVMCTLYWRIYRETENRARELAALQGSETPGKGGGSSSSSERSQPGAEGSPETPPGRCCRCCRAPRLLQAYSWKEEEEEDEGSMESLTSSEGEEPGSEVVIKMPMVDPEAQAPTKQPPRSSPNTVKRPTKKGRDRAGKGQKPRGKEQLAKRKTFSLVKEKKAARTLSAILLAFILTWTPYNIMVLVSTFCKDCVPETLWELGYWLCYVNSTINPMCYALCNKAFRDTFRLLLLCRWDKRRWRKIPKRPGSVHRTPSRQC
# OXTR potentiator = human OXTR potentiation; 0.061% of 320,000 active; AID 2445; CHO-OTR cells, Fluo-8 calcium fluorescence, potentiator mode; 0% = oxytocin EC15, 100% = EC100; P30559; activation, % at 3 µM;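 active = activation above that plate's cutoff, the mean activation of tested compounds plus 3 SD, cut at about 6.6% in these data, passing the limit was not always enough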;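 also: 100% uses oxytocin at 75 nM as the full agonist control; some results filed as inactive read as strong as hits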
#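 Measured by – Fluo-8 calcium dye fluorescence · Test system – human OTR in CHO cells · Dosing – one concentration, 3.0 µM compound · Controls – EC15 oxytocin alone as 0%, 75 nM oxytocin as 100% · Evaluation – normalized max/min fluorescence ratio, % activation · Timing – 6 min pre-incubation, 100 s read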
# TAAR1 ag = agonists of human TAAR1; Q96RJ0; CHO RD-HGA16 TAAR1, Fluo-8 calcium fluorescence; vehicle wells 0%, saturating PEA agonist 100%; activation, % at 3 µM; 0.99% of 360,000 active; AID 624467;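 active = activation above the mean activation of all test compounds in the run plus 3 SD, cut at about 38% in these data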
#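 Assay system – CHO-derived RD-HGA16 cells with stable Gα16 and human TAAR1 · Compound dosing – one-point dosing at 3 µM (nominal) · Incubation – 17-24 h seeding, 75 min 37 °C dye, 30 min RT · Measured by – kinetic Fluo-8 calcium fluorescence · Control set – DMSO vehicle as 0%, PEA at EC100 as 100% · Repeats – single well for each compound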
# CHRM1 PAM = potentiates human M1 receptor response to acetylcholine; P11229; CHO-K1 hM1, Fluo-8 calcium fluorescence, ACh EC20; 0% = ACh EC20, 100% = maximal ACh; activation, % at 3 µM; 0.088% of 360,000 active; AID 588819; in the data active = activation above about 19%, passing the limit was not always enough
# TAAR1 antagonist = human TAAR1 antagonism; inhibition, % at 3 µM; 1.5% of 360,000 active; CHO RD-HGA16 TAAR1, Fluo-8 calcium fluorescence, antagonist; Q96RJ0;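 active = inhibition above a per-plate cutoff, the mean inhibition of test compounds on that plate plus 3 SD, cut at about 49% in these data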;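 also: 0% = DMSO plus EC80 beta-PEA response and 100% = DMSO alone without agonist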
#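 Assay system: RD-HGA16 CHO cells with stable hTAAR1 and Gα16 / Reagent: EC80 β-phenethylamine stimulus / Doses: 3 µM, single point / Timing: dye loading 75 min at 37 °C, then 30 min room temperature / Measured by: Fluo-8 intracellular calcium dye fluorescence, real-time kinetic reads / Controls: vehicle wells and EC80 agonist wells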
# V1R ag counter = activates human V1a receptor in oxytocin agonist counter-screen | CHO-V1R cells, Fluo-8 calcium fluorescence, agonist mode; 0% DMSO, 100% 3 nM vasopressin | activation, % at 3 µM | 0.25% of 320,000 active | AID 2797;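 active = activation above the mean activation of all tested compounds plus 3 SD, per screening run, cut at about 20% in these data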;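 also: signal is peak over basal fluorescence ratio across a 100 second FLIPR read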
# Target sequence (P37288 whole entry, looked up): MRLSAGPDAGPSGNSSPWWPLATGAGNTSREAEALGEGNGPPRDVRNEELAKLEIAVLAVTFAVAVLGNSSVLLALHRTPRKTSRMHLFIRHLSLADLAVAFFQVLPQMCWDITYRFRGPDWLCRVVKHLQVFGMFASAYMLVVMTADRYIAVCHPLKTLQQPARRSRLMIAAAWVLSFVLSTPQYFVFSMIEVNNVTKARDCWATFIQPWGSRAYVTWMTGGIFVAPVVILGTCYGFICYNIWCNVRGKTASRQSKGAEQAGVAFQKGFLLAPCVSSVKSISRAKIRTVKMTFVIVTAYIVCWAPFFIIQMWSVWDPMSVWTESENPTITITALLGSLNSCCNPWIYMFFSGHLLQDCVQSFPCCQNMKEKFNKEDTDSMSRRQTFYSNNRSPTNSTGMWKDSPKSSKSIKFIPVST
# CHO parental Ca = counter-screen for OX1R antagonists: effect in parental CHO cells. parental CHO-K1, ATP-induced calcium, Fluo-8 fluorescence. inhibition, % at 5.6 µM. 0.63% of 330,000 active. AID 463079;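 active = inhibition above that plate's mean sample inhibition plus 3 SD, cut at about 26% in these data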;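 also: 0% = ATP-challenged DMSO wells and 100% = DMSO wells without ATP; some compounds past the cut are filed as inactive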
#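 material = parental CHO cells | also added = ATP as calcium-mobilizing challenge | dosing = single point at 5.6 µM | detection = intracellular calcium via Fluo-8 no-wash fluorescent dye | read-out = % inhibition | benchmarks = low control ATP plus DMSO, high control DMSO only | repeats = one well per compound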
# CHRM1 agonist = human M1 muscarinic receptor agonism | P11229 | CHO-K1 hM1, Fluo-8 calcium fluorescence, agonist mode; 0% DMSO, 100% acetylcholine EC100 | activation, % at 3 µM | 0.33% of 360,000 active | AID 588814;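 active = activation above the run's mean compound activation plus 3 SD, cut at about 16% in these data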;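 also: peak over basal fluorescence ratio within a 140 s kinetic read after compound addition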
# * = called active by the depositor; / = not tested or not shown.
SMILES,OXTR ag,M1 antag,OXTR potentiator,TAAR1 ag,CHRM1 PAM,TAAR1 antagonist,V1R ag counter,CHO parental Ca,CHRM1 agonist
Clc1ccc(CO/N=C2\CCCc3nonc32)c(Cl)c1,-0.6,-1,-4,-2,-4,-3,-0.4,-12,-9
N#Cc1c2n(c3c(=O)n(CC(=O)c4ccc(Br)cc4)cnc13)CCCC2,-1.8,1,2,1,-3,6,-0.5,-22,-3
O=C(Nc1ccccc1C(=O)NCCc1ccc(O)cc1)c1ccco1,0.6,4,-9,34,-3,41,5.7,-2,-3
COc1ncnc2c1ncn2CCCN1CCN(Cc2ccc(C)cc2)CC1,/,28*,/,5,-16,-17,/,/,-11
O=[N+]([O-])c1cc([N+](=O)[O-])c(N2CCCCCC2)cc1NCCO,0.2,-1,-4,2,9,12,-0.5,-7,-4
O=C(NCc1cccs1)C(=O)c1cn(CC(=O)N2CCOCC2)c2ccccc12,1.9,-18,-3,8,15,-35,0.2,-20,-5
COc1ccc(N2CCN(S(=O)(=O)c3cccc4nsnc34)CC2)cc1,-0.6,-6,-5,5,8,-6,0.4,-9,-1
CCCCCCN1C[C@@H](O)[C@H](n2cc(C3CC3)nn2)C[C@@H]1c1ccc(OC)cc1,/,1,/,-1,-1,-3,/,/,-6
COc1ccc(OC)c(Nc2nc(-c3cccs3)cs2)c1,-0.7,0,0,0,9,-5,1.3,-5,-4
Cc1cccc(NC(=O)c2ccc(Cl)c(S(=O)(=O)N3CCCCCC3)c2)n1,-1.3,-2,-7,3,-1,8,1.2,-15,-4
Cc1cccc(NC(=O)c2ccccc2NC(=O)C(C)(C)C)n1,-2.4,-5,-5,4,-4,3,-0.1,-27,0
CCCCCN1C2=NCCN2c2ccccc21,0.8,-13,-9,10,1,-9,2.3,-9,-7
CC(OC(=O)CCC(=O)c1ccc(F)cc1)C(=O)NC1CCCCC1C (configuration not stated),-2.3,-10,-1,-2,11,-21,1.1,-10,-3
CNC(=S)N1N=C(c2ccc(C)cc2)CC1c1cc(OC)ccc1OC (configuration not stated),0.3,-5,2,3,4,-6,-0.2,-10,-7
CCOC(=O)C1CC(=O)c2cc(OC)c(OC)cc2C1 (configuration not stated),0.3,-2,-8,0,5,12,0.3,-6,-3
Cc1ccccc1CSc1nn2c(=O)c(C)nnc2s1,0.5,26,-1,0,-9,2,0.0,-5,-4
O=C(CCCn1c(=O)oc2ccccc21)Nc1cccnc1,-0.6,-27,3,4,6,6,0.6,-12,-4
Cc1ccccc1OCC(=O)Nc1ccncc1,10,-9,-13,5,5,16,10,15,5
CC(=NNC1=NCCN1)c1cn(C2=NCCN2)nc1C,/,6,/,0,0,-3,/,/,-7
Cc1ccc(C(=O)CCC(=O)Nc2cccc(C(F)(F)F)c2)cc1,-1.4,3,-4,2,3,-2,-1.0,32,-4
COc1cc(CNCc2ccccn2)ccc1OCc1ccc(Cl)cc1,4.4,-4,-6,8,-8,13,4.2,-11,-8
COc1cc2c(cc1OC)CN(S(=O)(=O)c1cccc(F)c1)CC2,-1.5,-6,-4,2,2,19,1.2,-14,-4
COc1cccc(NC(=O)CSc2nccn2-c2cccc(OC)c2)c1,0.7,-6,-16,6,-11,0,0.7,-9,1
CCOC(=O)c1c(C)[nH]c(C)c1C(=O)CSc1ncccn1,-0.2,10,0,/,-4,/,0.3,-4,-4
C=CCOc1ccccc1CN1CCCN(C)CC1,0.6,-5,-5,2,-5,-8,0.2,-11,-10
Cc1ccc(S(=O)(=O)CC(=O)Nc2sc(C)c(C)c2C(N)=O)cc1,-2.4,-9,-6,-1,8,-34,-0.9,-7,-2
CCCCCNS(=O)(=O)c1cc(C)ccc1OC,-1.9,-15,0,0,11,-11,0.5,-8,-5
O=C(NCc1ccc2c(c1)OCO2)C(=O)NC1CCCCC1,0.5,0,-12,4,1,-21,-0.7,6,-3
CCc1nnc(NC(=O)c2ccc3c(c2)C(=O)N(C(C)(C)C)C3=O)s1,0.3,-11,4,1,9,2,-0.4,-7,-3
ONC(=Nc1ccccc1Cl)c1ccccc1Cl,2.6,18,-10,1,-9,-22,20*,-1,1
COc1cc(OC)c2ccc(=O)oc2c1C(CCN1CCCC1)c1ccc2c(c1)OCO2 (configuration not stated),0.7,-12,-9,4,6,-2,4.5,-8,-7
Cc1ccc(OCC(=O)NC2CCCC(C)C2C)c([N+](=O)[O-])n1 (configuration not stated),-1.1,10,-6,5,-6,-13,0.0,-6,-3
CCC(NC(=O)c1cc(COc2ccc(Cl)cc2OC)on1)c1ccncc1 (configuration not stated),5.3,4,-8,3,-1,7,11,-24,-1
Cc1ccc(CN2CCN(Cc3ccc4cc(F)ccc4n3)CC2CCO)o1 (configuration not stated),1.5,-13,-2,2,8,-25,-0.3,-1,-4
Nc1nonc1C(=O)N/N=C/c1cc2c(cc1Br)OCO2,-1.6,-5,1,-2,8,-12,-0.7,-10,-4
COc1cc(NC(=O)c2cccc3c2C(=O)N(C2CCCCC2)C3)cc(OC)c1OC,-2.0,18,-6,2,5,53*,0.9,-29,1

# Reformatted: 10 of the compounds above.
molecule | OXTR ag | M1 antag | OXTR potentiator | TAAR1 ag | CHRM1 PAM | TAAR1 antagonist | V1R ag counter | CHO parental Ca | CHRM1 agonist
CCCCCNS(=O)(=O)c1cc(C)ccc1OC | -1.9 | -15 | 0 | 0 | 11 | -11 | 0.5 | -8 | -5
O=C(NCc1ccc2c(c1)OCO2)C(=O)NC1CCCCC1 | 0.5 | 0 | -12 | 4 | 1 | -21 | -0.7 | 6 | -3
CCc1nnc(NC(=O)c2ccc3c(c2)C(=O)N(C(C)(C)C)C3=O)s1 | 0.3 | -11 | 4 | 1 | 9 | 2 | -0.4 | -7 | -3
ONC(=Nc1ccccc1Cl)c1ccccc1Cl | 2.6 | 18 | -10 | 1 | -9 | -22 | 20* | -1 | 1
COc1cc(OC)c2ccc(=O)oc2c1C(CCN1CCCC1)c1ccc2c(c1)OCO2 (configuration not stated) | 0.7 | -12 | -9 | 4 | 6 | -2 | 4.5 | -8 | -7
Cc1ccc(OCC(=O)NC2CCCC(C)C2C)c([N+](=O)[O-])n1 (configuration not stated) | -1.1 | 10 | -6 | 5 | -6 | -13 | 0.0 | -6 | -3
CCC(NC(=O)c1cc(COc2ccc(Cl)cc2OC)on1)c1ccncc1 (configuration not stated) | 5.3 | 4 | -8 | 3 | -1 | 7 | 11 | -24 | -1
Cc1ccc(CN2CCN(Cc3ccc4cc(F)ccc4n3)CC2CCO)o1 (configuration not stated) | 1.5 | -13 | -2 | 2 | 8 | -25 | -0.3 | -1 | -4
Nc1nonc1C(=O)N/N=C/c1cc2c(cc1Br)OCO2 | -1.6 | -5 | 1 | -2 | 8 | -12 | -0.7 | -10 | -4
COc1cc(NC(=O)c2cccc3c2C(=O)N(C2CCCCC2)C3)cc(OC)c1OC | -2.0 | 18 | -6 | 2 | 5 | 53* | 0.9 | -29 | 1

# (further entries)
SMILES,OXTR ag,M1 antag,OXTR potentiator,TAAR1 ag,CHRM1 PAM,TAAR1 antagonist,V1R ag counter,CHO parental Ca,CHRM1 agonist
S=c1[nH]nc(-c2ccc(Br)o2)n1Cc1ccccc1,-2.1,6,0,/,3,/,-0.9,-3,-9
CCS(=O)(=O)Nc1ccc(Cc2ccncc2)cc1,2.0,-4,-20,7,11,6,4.0,0,1
O=S1(=O)NC(c2ccccc2)CC(CC2CCCCC2)O1 (configuration not stated),-1.4,2,-12,6,-4,25,-1.2,-9,-8
COc1ccc(S(=O)(=O)N(C)C(C)CCc2ccco2)cc1 (configuration not stated),-0.7,-6,-12,3,5,-3,2.7,-20,-6
Cc1cc(F)ccc1S(=O)(=O)Nc1ccccc1C(=O)N1CCCC1,-0.5,2,-6,6,3,-1,0.2,-3,-1
CCOC(=O)CSC1=N/C(=C\c2cccnc2)C(=O)N1c1ccc(OC)cc1,2.0,-3,-7,9,-5,-4,2.7,-2,-5
O=C1CC(N2CCC(c3nc4ccccc4[nH]3)CC2)C(=O)N1Cc1ccccc1 (configuration not stated),2.5,-1,-6,14,-7,25,1.4,-4,-10
CCOC(=O)c1c(C)[nH]c(C)c1C(=O)CSc1nnc(-c2ccncc2)n1C,-0.4,4,-4,2,-1,-7,0.2,3,-2
O=C1OC(c2ccc(O)cc2)(c2ccc(O)cc2)c2ccccc21,0.6,-17,-4,0,0,0,1.3,0,-2
O=C(Cn1c(=O)c2cccn2c2ccccc21)NCCCN1CCCCC1,0.5,1,-4,1,4,-13,-0.3,-9,-4
C/C=C(/C)C(=O)Nc1cccc(C2=NOC3(C2)C[C@H](C(N)=O)N(C(=O)c2ccccc2)C3)c1 (some centres not stated),0.6,-2,0,20,6,6,0.4,-12,-4
O=C(O)CSc1nc2ccccc2[nH]1,0.9,-5,-6,13,4,-19,0.8,-1,-2
CCNC(=O)NC(=O)C(C)OC(=O)C1CCN(S(=O)(=O)c2ccccc2F)CC1 (configuration not stated),-0.1,8,-3,1,-2,-12,0.0,-12,-3
O=C(c1ccc(Oc2ccc([N+](=O)[O-])cc2)cc1)N1CCCCCC1,16,24,-23,5,-11,3,9.7,24,3
CC(C)N1CC(O)=C(c2ccccc2)C1=N,0.1,-25,-3,13,12,-14,0.8,-7,-4
Cc1cc(NC(=O)COC(=O)[C@@H](NS(=O)(=O)c2ccccc2)C(C)C)no1,0.2,-15,0,2,14,-7,2.8,-19,-3
CC(=O)Nc1ccc(NC(=O)C(Sc2ccccc2)c2ccccc2)cc1 (configuration not stated),2.0,-8,-9,11,8,-3,0.7,-2,-3
Cc1ccc(Cn2nnc3c(=O)[nH]c(C4CCCN(S(=O)(=O)c5ccc(F)cc5)C4)nc32)cc1 (configuration not stated),0.7,-13,-3,0,13,-9,-0.7,-17,-5
O=C(COC(=O)C1(c2ccc(F)cc2)CCCC1)N1CCN(C(=O)c2ccco2)CC1,-0.2,-1,-11,8,-2,9,2.2,-19,-5
CCCCNC(=O)c1ccc(CNS(=O)(=O)c2ccc(Br)cc2)cc1,0.8,-3,-2,11,7,3,0.0,-11,-2
